# Giardia FBPA inh – inhibitors of Giardia lamblia fructose-1,6-bisphosphate aldolase; A8B2U2; purified Giardia FBPA; Potency, µM (series often up to 59.6 µM), without a hit: top-dose activity, negative = inhibition, most hits filed as inhibitors; 290,000 tested, 0.71% active; AID 2451; further: potency means the concentration at half of the fitted maximal effect; nearly all actives have a fitted effect of over 55% in size
# Target sequence (A8B2U2 whole entry, looked up): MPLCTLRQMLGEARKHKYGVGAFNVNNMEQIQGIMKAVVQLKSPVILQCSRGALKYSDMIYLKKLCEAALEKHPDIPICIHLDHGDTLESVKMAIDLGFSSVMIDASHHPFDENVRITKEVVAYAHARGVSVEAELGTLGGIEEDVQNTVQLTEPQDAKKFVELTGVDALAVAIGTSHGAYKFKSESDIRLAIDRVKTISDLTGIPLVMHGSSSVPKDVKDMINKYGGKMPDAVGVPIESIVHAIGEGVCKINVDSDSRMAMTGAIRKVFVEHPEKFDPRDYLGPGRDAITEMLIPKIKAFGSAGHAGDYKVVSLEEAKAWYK
#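 40 nM FBPA preincubated 10 min at RT with compound (up to 57.5 uM final), then substrate plus GAPDH/TPI/NAD/arsenate coupling and diaphorase/resazurin added. Fluorescence read after 20 min at RT, 525/598 nm.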
# AMA1 RON2 block – inhibitors of Plasmodium falciparum AMA1-RON2 interaction | AlphaScreen AMA1-biotinylated RON2 peptide binding | Potency, µM (doses to about 58.2 µM), for inactives: at the highest dose activity change, negative = inhibition, most hits filed as inhibitors | 360,000 tested, 0.2% active | AID 720542;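 further: potency means the concentration at half of the fitted maximal effect; 0% = vehicle wells and -100% = peptide control; nearly all actives have a fitted effect of over 45% in size; some results filed as inactive show a strong effect at the top dose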
#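 AMA1 (3D7) with his tag at 25 nM final met compounds first, then biotinylated RON2 peptide at 25 nM; detection used donor plus acceptor beads, 10 µg/mL apiece, read by AlphaScreen after 30 min at room temperature.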
# AmpC no deterg – inhibitors of E. coli AmpC beta-lactamase without detergent; P00811; AmpC nitrocefin hydrolysis, absorbance 480 nm, 0.0001% Triton; Potency, µM (titrated, usually from 57.1 µM), for the others: top-dose activity change, negative = inhibition, most hits filed as inhibitors; 330,000 tested, 0.52% active; AID 485341;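 further: potency means the concentration at half of the fitted maximal effect; plate controls were no compound for no effect and no enzyme for full effect; nearly all actives have a fitted effect of over 20% in size; some results filed as inactive show a strong effect at the top dose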
# Target sequence (P00811 whole entry, looked up): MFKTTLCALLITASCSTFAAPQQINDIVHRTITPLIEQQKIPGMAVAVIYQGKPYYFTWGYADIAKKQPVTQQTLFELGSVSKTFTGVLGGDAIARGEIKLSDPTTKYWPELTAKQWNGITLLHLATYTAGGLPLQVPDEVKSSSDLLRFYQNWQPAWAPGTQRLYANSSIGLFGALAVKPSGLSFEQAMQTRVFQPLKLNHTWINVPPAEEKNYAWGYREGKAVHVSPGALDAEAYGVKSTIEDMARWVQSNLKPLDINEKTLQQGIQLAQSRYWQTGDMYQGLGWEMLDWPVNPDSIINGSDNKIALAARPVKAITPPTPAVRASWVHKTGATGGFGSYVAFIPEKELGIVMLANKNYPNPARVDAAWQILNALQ
#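 20 mM phosphate pH 7.0 + 0.01% (detergent screen) or 0.0001% Triton X-100; 5.3 nM AmpC reagent; cpd preinc 15 min RT; nitrocefin (800 uM stock) to start; A480 q20 s × 4 min; Activity was normalised to no-enzyme and no-compound control wells.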
# AmpC detergent – inhibitors of E. coli AmpC beta-lactamase with detergent; Potency, µM (highest dose often 114 µM), without a hit: at the highest dose activity change, negative = inhibition, actives largely listed as inhibitors; AmpC hydrolysis of nitrocefin, absorbance 480 nm, 0.01% Triton; 370,000 tested, 0.041% active; P00811; AID 485294;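 further: potency means the concentration at half of the fitted maximal effect; 0% = no-compound wells and -100% = no-enzyme wells; nearly all actives have a fitted effect of over 25% in size; some results filed as inactive show a strong effect at the top dose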
#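 20 mM phosphate pH 7.0 + 0.01% (detergent screen) or 0.0001% Triton X-100; 5.3 nM AmpC reagent; cpd preinc 15 min RT; nitrocefin (800 uM stock) to start; A480 q20 s × 4 min; Activity was normalised to no-enzyme and no-compound control wells.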
# Sm TGR block – S. mansoni TGR enzyme inhibition; Potency, µM (titrated, usually from 114 µM), for the others: top-dose activity change, negative = inhibition, hits mostly inhibitors; Q962Y6; 360,000 tested, 3% active; purified TGR, DTNB reduction, TNB absorbance 405 nm; further: potency means the concentration at half of the fitted maximal effect; nearly all actives have a fitted effect of over 60% in size
#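 Kinetic colorimetric format: TGR-catalysed, NADPH-driven DTNB reduction monitored via TNB absorbance. Enzyme dispensed at 20 nM; compound exposure 15 min at room temperature before reaction start.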
# HCMV antiviral – inhibitors of human cytomegalovirus; HFF cells, HCMV-luciferase reporter, 72 h; active compounds read low; 410,000 tested, 4.5% active; activity change, negative = inhibition, % at 57.5 µM; in the data active means activity change below about -60%; inconclusive means no clear call, values can overlap the other calls; inactive means above about -39%
#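 After 16 h attachment at 37C, HFF cells received test compound and HCMV-luciferase (1 PFU/cell); reporter luminescence read 72 h later, data normalized against buffer-only and known inhibitor Salinomycin.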
# Numbers without * were called inactive; ? = inconclusive; nt = no result given; & = joins results of further samples; [ ] = remark or other dose. Unless noted, the call rests on the fitted dose curve; in most records, active means well fitted curve in the direction sought with a large enough effect; inconclusive means small, poorly fitted or top-dose-only effect, or another doubt; inactive means no such curve, though single readings can be large; an effect the other way counts as inactive or inconclusive. Unless noted, on the % scale 0 is the no-effect control and ±100 the full control effect.
# A first look (five entries):
SMILES,Giardia FBPA inh,AMA1 RON2 block,AmpC no deterg,AmpC detergent,Sm TGR block,HCMV antiviral
O=C(Oc1cccc2ccccc12)c1ccncc1,1%,8%,-28%,?,0%,27
O=C1NC2(C=Cc3c(ccc4ccccc34)O2)Oc2ccccc21 (centres undefined),-2%,-6%,-33%,-3%,-19%,nt
COC(=O)c1ccc(CNC(=O)Cn2nnnc2CN(C)C(C)C)cc1,12%,-4%,-15%,?,0%,-9
CCOC(=O)Cn1cnc2c(C#N)c3n(c2c1=O)CCCCC3,3%,4%,4%,-8%,?,-19
CC(Sc1nnc2ccccn12)C(=O)Nc1ccc2c(c1)OCO2 (centres undefined),-6%,-8%,-16%,-8%,62%[activator],64

# All compounds of this part, from the first entry:
SMILES,Giardia FBPA inh,AMA1 RON2 block,AmpC no deterg,AmpC detergent,Sm TGR block,HCMV antiviral
O=C(Oc1cccc2ccccc12)c1ccncc1,1%,8%,-28%,?,0%,27
O=C1NC2(C=Cc3c(ccc4ccccc34)O2)Oc2ccccc21 (centres undefined),-2%,-6%,-33%,-3%,-19%,nt
COC(=O)c1ccc(CNC(=O)Cn2nnnc2CN(C)C(C)C)cc1,12%,-4%,-15%,?,0%,-9
CCOC(=O)Cn1cnc2c(C#N)c3n(c2c1=O)CCCCC3,3%,4%,4%,-8%,?,-19
CC(Sc1nnc2ccccn12)C(=O)Nc1ccc2c(c1)OCO2 (centres undefined),-6%,-8%,-16%,-8%,62%[activator],64
CCS(=O)(=O)N1CCC(C(=O)Oc2ccccc2)CC1,4%,4%,-7%,?,-22%,-2
CC(C)(C)NC(=O)C(c1cccnc1)N(C(=O)c1csnn1)c1ccccc1 (centres undefined),5%,-8%,0%,2%,10%,21
CCOC(=O)c1sc(NC(=O)Nc2ccccc2Cl)cc1C,-10%,-1%,-33%,?,0%,-74*
CC(C)(C)c1ccc(Oc2ccc(NC(=O)c3cccs3)cn2)cc1,-9%,6%,-46%,-11%,-1%,?
Cc1cnn(C(=S)NCc2ccc(Cl)cc2)c1,9%,59%[activator],-21%,?,?,66
CC(C)OC(=O)/C(=C/c1ccc2c(c1)c1ccccc1n2C)NC(=O)c1ccccc1,-1%,-18%,-21%,-5%,-13%,-17
COc1ccccc1C(=O)NCC(=O)N1CCN(C/C=C/c2ccccc2)CC1,nt,1%[11.6 µM],133%[activator],nt,nt,-30
Cc1ccc(C(=O)OCC(=O)Nc2ccc(F)c(Cl)c2)o1,nt,-7%,-21%,-11%,-11%,-7
CCCCN(CCCC)CCNC(=O)CNC(=O)c1cccs1,30%,2%,3%,6%,11%,9
CCn1c(N2CCN(S(=O)(=O)c3ccc(Cl)cc3)CC2)nc2ccccc21,2%,-18%,-8%,-1%,-2%[57.1 µM],?
CCCCn1c(SCC(=O)Nc2cccc(OC)c2)nc2ccsc2c1=O,nt,nt,nt,6%,-3%,-23
COc1ccc(Nc2cc(Cl)nc(N)n2)cc1OC,?,5%,-20%,6%,-18%,18
CS(=O)(=O)N(Cc1ccc(Cl)cc1)c1ccc(C(=O)NCC2CCCO2)cc1 (centres undefined),2%,1%,142%[activator],3%,6%,?
COc1cccc(CNC(=O)CNC(=O)N2CC(=O)Nc3ccccc32)c1,nt,3%,-14%,1%,-5%,31
Cc1ccnc(NC(=O)Nc2ccc3c(c2)OCO3)c1,0%,3%,-8%,-3%,-15%,-25
CC(C)(C)c1ccc(C(=O)NC(=O)COC(=O)c2ccc(Br)o2)cc1,nt,2%,-15%,nt,nt,14
O=[N+]([O-])c1ccc2c(c1)nc1n2CCN(CC2CCCO2)C1 (centres undefined),-1%,10%,-9%,-5%,?,99
O=C(Nc1ccc(N2CCOCC2)nc1)c1ccccc1Cl,1%,-22%,-14%,-10%,-2%,6
COc1ccc(/C=C/C(=O)N2CCN(S(=O)(=O)c3ccccc3Br)CC2)cc1OC,nt,7%,85%[activator],nt,nt,5
CNC(=O)c1cc2cc(OC)ccc2oc1=O,-3%,1%,-20%,?,-8%,41

# Remaining list, next part
SMILES,Giardia FBPA inh,AMA1 RON2 block,AmpC no deterg,AmpC detergent,Sm TGR block,HCMV antiviral
O=C(NCc1cccs1)C1CCN(C(=O)NCc2ccccc2)CC1,6%,9%,-11%,-2%,-1%,22
Cc1ccnc(-n2c(C)cc(C=O)c2C)c1,0%,1%,2%,3%,-12%,-24
CCOCCn1c(N2CCN(c3ccc(OC)cc3)CC2)nc2c1c(=O)[nH]c(=O)n2C,-1%,-6%,-18%,7%,1%,7
Fc1ccc(N2CCN(C(=S)NCc3ccco3)CC2)cc1,7%,-22%,-36%,-9%,-12%,-11
CCc1ccc(NC(=O)Cn2cnc3sc(C)c(S(=O)(=O)N4CCC(C)CC4)c3c2=O)cc1,nt,nt,nt,-9%,46%[activator],-4
c1ccc(CN2CCN(c3nc(-c4ccccc4)nc(-n4ccnc4)n3)CC2)cc1,5%,?,59%,-7%,-28%,nt
Cc1ccccc1-n1c(SCC(=O)c2ccccc2)nnc1-c1ccc(F)cc1,nt,nt,nt,-7%,0%,?
Cn1c2ccccc2c(=O)c2c(=O)n(-c3ccccc3)c(C3CCCCC3)nc21,2%,-7%,-15%,-8%,0%,50
O=C(CNCc1ccccc1Cl)Nc1ccccc1N1CCCCC1,?,-11%,27%,-13%,nt,-12
CC1=CC(C)(C)N(S(=O)(=O)c2ccc(F)cc2)c2ccc(C)cc21,4%,1%,-20%,-9%,-6%,?
O=C(OCc1nc2ccsc2c(=O)[nH]1)c1ccc(Cl)s1,nt,15%,-19%,0%,3%,-33
O=C(CS(=O)CC(=O)Nc1cccc2c1CCCC2)Nc1ccc(F)cc1 (centres undefined),0%,21%,2%,2%,-16%,-7
COc1ccc(CCNC(=O)C23CCC(C)(C(=O)C2Br)C3(C)C)cc1OC (centres undefined),8%,9%,10%,4%,2%,-19
NC(=O)COc1ccc(/C=N/NS(=O)(=O)c2ccccc2)cc1,4%,12%,-10%,-1%,nt,-13
CC(/C=N/NC(=O)Cn1nccc1C)=C\c1ccc(C(C)C)cc1,3%,20%,5%,-2%,-4%,7
Cc1ccc(C(=O)OCC(=O)NCCC2=CCCCC2)s1,4%,8%,-15%,1%,-3%,?
Cc1cccc(-c2noc(CCC(=O)NC3CCCCC3)n2)c1,nt,-5%,6%,-3%,-11%,20
N#Cc1c(Cl)nsc1NC(=O)c1ccccc1,13%,4%,-28%,3%,1%,-100*
C=CCOc1ccc(Oc2cc(C)nc(SC)n2)nn1,4%,9%,-7%,-2%,-4%,68
O=[N+]([O-])c1ccc2c(OCc3nnc(-c4ccccc4Br)o3)ncnc2c1,-21%,30%[activator],-27%,1%,1%,-30
CCOC(=O)CN(C(=O)CSc1nnc(-c2ccc(OC)c(OC)c2)o1)c1ccc(F)cc1,-1%,?,22%,?,1%,-2
CCn1ccc2c(OCC(=O)Nc3ccc(C(C)=O)cc3)cccc2c1=O,nt,nt,nt,1%,1%,8
C=CCOc1cccc(C2C(C(=O)c3ccco3)=C(O)C(=O)N2CCN2CCOCC2)c1 (centres undefined),-24%,1%,21%,-2%,25µM*,21
Cc1cccc(-c2nc3c(c(SCC(=O)N4CCCC4)n2)COC(C)(C)C3)c1,15%,8%,-11%,-3%,9%,-33
O=C(CSc1ncccc1-c1nc2ccccc2[nH]1)NCc1ccco1,-26%,-3%,-21%,-10%,13µM*,58

# (listing goes on)
SMILES,Giardia FBPA inh,AMA1 RON2 block,AmpC no deterg,AmpC detergent,Sm TGR block,HCMV antiviral
CCN(CC)CCNC(=O)C1(O)c2cc(Br)ccc2NC(=O)N1c1ccc(Cl)cc1 (centres undefined),-5%,-5%,-20%,-7%,-8%,-32
Cc1cccc(NC(=O)CCS(=O)(=O)c2cccc3nsnc23)c1C,-28%,-1%,-5%,5%&10%,?,6&27
CCOC(=O)C1CCCN(C(=O)Cn2nc(Cc3cccnc3)c3ccccc3c2=O)C1 (centres undefined),-6%,-5%,7%,?,1%,-3
CC(C(=O)Nc1cccnc1)N1C(=O)C2C3C=CC(C3)C2C1=O (centres undefined),3%,1%,-3%,-13%,0%,8
O=C(CNC(=O)c1ccccc1F)OCc1nc2ccc(Cl)cc2n1CCO,nt,16%,20%,-2%,-21%,-10
C(=C\c1ccccc1)/CSc1nnc(-c2cnccn2)n1Cc1ccco1,-9%,-12%,11%,-2%,20µM*,-24
CCN(C(=O)COC(=O)/C=C/c1ccc(S(=O)(=O)N2CCc3ccccc32)cc1)C1CCS(=O)(=O)C1 (centres undefined),0%,-9%,203%[activator],3%,-13%,-12
Cc1nc(C)c(-c2ccc(SCc3ccc(Cl)cc3)nn2)s1,-3%,-11%,101%[activator],2%,4%,-27
COc1ccc(NC(=O)C(OC)c2ccccc2)cc1Cl (centres undefined),0%,12%[2.32 µM],-19%,0%,-14%,-19
Cc1ccc(C(=O)Oc2csc(=S)n2C(=O)c2ccc(C)cc2)cc1,20%,30%,-18%,-1%,-3%,-62*
Cc1ccnc(NS(=O)(=O)c2ccc(NC(=O)c3cc(=O)c4ccc(C)c(C)c4o3)cc2)n1,nt,nt,nt,18%,3%,6
C=CCC(=O)N(CC)CC1CCCN(CCc2cccc(F)c2)C1 (centres undefined),-1%,0%,-11%,-9%,-7%,0
Cc1ccc(CNS(=O)(=O)NCc2cccs2)cc1,5%,-2%,-15%,-8%,50%[activator],60
Cc1ccc(NC(=O)/C(C#N)=C/c2ccccc2Cl)cc1C,nt,nt,nt,-4%,-7%,-15
Cc1c(Br)cc(C(=O)NCCCN2CCOCC2)c(C)c1C,6%,-5%,-1%,?,1%,68
CCC(c1nnnn1C(C)(C)C)N(CCOC)Cc1cc2cccc(C)c2n2nnnc12 (centres undefined),6%,nt,-14%,-7%,0%,nt
CC1(C)CC(=O)C(N=Nc2ccc(C(F)(F)F)cc2[N+](=O)[O-])=C(O)C1,-23%,?,23%,-5%,4µM*,-37
O=C(Nc1cc(Cl)ccc1Cl)c1cc2nc(-c3ccc4c(c3)OCO4)cc(C(F)(F)F)n2n1,nt,nt,nt,-2%,7%,13
COCC(=O)n1nc(NCc2ccc(OC)cc2)nc1NCc1ccc(OC)cc1,-6%,5%,43%,1%,11%,10
CC(C)(C)NS(=O)(=O)c1ccc(CCC(=O)N2CCOCC2)cc1,5%,13%,-3%,-3%,-1%,42
CCCCN(C(=O)CCCc1nc2ccccc2c(=O)[nH]1)c1c(N)n(CC(C)C)c(=O)[nH]c1=O,nt,9%,13%,?,-4%,0
Cc1c(NS(=O)(=O)c2ccc(NC3CCCC3)c([N+](=O)[O-])c2)c(=O)n(-c2ccccc2)n1C,0%,-2%[2.32 µM],-13%,-9%,9%,14
COc1cccc(NC(=O)c2nn(C)c3c2CS(=O)(=O)c2ccccc2-3)c1,4%,-5%,-12%,-10%,-1%,-15
CC(Nc1c[nH]c(=O)[nH]c1=O)c1ccccc1 (centres undefined),3%,3%,-13%,-19%,-12%,13
CCC1Oc2ccccc2C(=O)N(CC(=O)c2ccc3c(c2)OCCO3)C1=O (centres undefined),nt,11%,-22%,-1%,-15%,-6
CCOC(=O)c1nnn(-c2nonc2NC(C)=O)c1C,-2%,4%,-11%,?,1%,22

# From PubChem
